Bioassay records (PubChem)
FID counter – fluorescent intercalator displacement, NS3 helicase counter-screen. DNA fluorescent intercalator displacement, fluorescence. inhibition, % at 7.9 µM. 290,000 compounds, 0.17% hits; in the data active = inhibition above about 37%;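 also: 0% = vehicle and 100% = reference compound; higher means more ethidium bromide displaced from hairpin DNA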
MEKK3 PB1 HTS – raises or lowers MEK5 binding to the human MEKK3 PB1 domain; Q99759; bead-based flow cytometry, Alexa488-MEK5 binding to MEKK3; actives lie on both sides; 0 = blocked by unlabeled MEK5, 100 = vehicle; binding response (% of control), % at 10 µM; 290,000 compounds, 1.4% hits;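 active = binding response more than 3 SD above or below the average of its plate-row segment, actives on both sides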;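 also: Alexa488 bead fluorescence after subtracting the streptavidin-only scavenger bead signal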
Target sequence (Q99759 whole entry, looked up, the tested form may be a part): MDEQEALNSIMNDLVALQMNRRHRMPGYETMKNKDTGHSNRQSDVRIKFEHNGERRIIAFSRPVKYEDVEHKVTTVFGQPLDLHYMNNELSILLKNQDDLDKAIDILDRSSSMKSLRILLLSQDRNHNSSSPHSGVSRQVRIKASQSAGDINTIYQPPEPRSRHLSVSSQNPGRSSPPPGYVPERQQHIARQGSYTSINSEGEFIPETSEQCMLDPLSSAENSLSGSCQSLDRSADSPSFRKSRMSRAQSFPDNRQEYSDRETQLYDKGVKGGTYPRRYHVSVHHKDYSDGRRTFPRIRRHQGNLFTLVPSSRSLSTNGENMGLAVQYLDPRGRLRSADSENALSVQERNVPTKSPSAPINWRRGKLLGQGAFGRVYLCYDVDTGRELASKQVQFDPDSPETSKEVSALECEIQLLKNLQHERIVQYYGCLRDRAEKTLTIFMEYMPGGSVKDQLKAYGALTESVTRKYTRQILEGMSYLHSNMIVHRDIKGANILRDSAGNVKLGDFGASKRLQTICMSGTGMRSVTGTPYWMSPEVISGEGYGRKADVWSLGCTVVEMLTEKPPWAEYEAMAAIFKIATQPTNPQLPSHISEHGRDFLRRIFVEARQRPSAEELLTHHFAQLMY
MEKK2mut PB1 HTS – signal of MEK5 binding to mutant human MEKK2 PB1 domain | bead flow cytometry, Alexa488-MEK5 binding to MEKK2 mutant | percent response, % at 10 µM | 290,000 compounds, 0.35% hits; in the data active = percent response above about 24%, passing the limit was not always enough; also: inactives centre near 1; some results filed as inactive read as strong as hits
GalR3 antag – human GalR3 antagonism; O60755; HEK293 GalR3-CNG cAMP membrane potential fluorescence; galR3 body fused to GalR1 C-terminus; inhibition, % at 3 µM; 360,000 compounds, 0.44% hits; AID 651719;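 active = inhibition above the screen-wide average plus 3 SD, cut at about 13% in these data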;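 also: forskolin and galanin both at EC90 stimulate the cells; cAMP rise reported by CNG channel membrane potential dye signal; 0% = forskolin plus galanin with DMSO and 100% = forskolin alone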
Target sequence (O60755 1-299 limits assumed): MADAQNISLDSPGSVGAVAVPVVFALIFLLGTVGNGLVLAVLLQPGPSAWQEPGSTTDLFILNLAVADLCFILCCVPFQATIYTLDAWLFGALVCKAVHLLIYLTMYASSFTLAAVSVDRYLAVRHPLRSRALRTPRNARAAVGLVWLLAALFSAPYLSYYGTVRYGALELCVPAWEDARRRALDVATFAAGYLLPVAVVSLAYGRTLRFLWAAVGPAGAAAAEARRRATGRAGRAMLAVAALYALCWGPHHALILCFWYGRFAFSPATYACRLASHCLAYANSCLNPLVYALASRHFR
CRFBP-R2 block – blocks CRF-induced signaling of the CRF-BP/CRF-R2 complex | HEK293 CRF-R2/CRF-BP, CRF-induced calcium fluorescence | 350,000 compounds, 0.59% hits | inhibition, % at 11.8 µM;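 active = inhibition of the ligand-induced calcium signal above about 50% at the single tested concentration, limit read from the data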
CRFBP-R2 agonist – agonists of human CRF-binding protein/CRF-R2 receptor complex; AID 588473; HEK293 CRF-R2/CRF-BP, calcium dye fluorescence (FLIPR); percent of saturating CRF peptide response; 350,000 compounds, 0.46% hits; activation, % at 13.2 µM;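 active = activation of at least 50%, plus an integration ratio under a set limit after plate pattern correction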;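 also: plate controls were neutral control wells without compound for no effect and CRF at EC100 for full effect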
MEKK2wt PB1 HTS – raises or lowers MEK5 binding to wildtype human MEKK2 PB1 domain; Q9Y2U5; bead flow cytometry, Alexa488-MEK5 binding to MEKK2 WT; actives lie on both sides; binding response (% of control), % at 10 µM; 290,000 compounds, 1.1% hits; AID 1531; in the data active = binding response below about 67% or above about 130%
NS3 helicase inh – inhibitors of Hepatitis C virus NS3 helicase | 290,000 compounds, 0.56% hits | NS3 helicase DNA unwinding, Cy5 molecular beacon fluorescence | inhibition, % at 10.9 µM;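 active = inhibition above the mean of all tested compounds plus 3 SD, set per campaign, cut at about 35% in these data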;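 also: 0% = DMSO wells and 100% = thioflavine S control wells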
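Compound dosing – single dose, 10.9 µM nominal final, DMSO 0.8% final · System – NS3 helicase fragment of HCV · Buffer or medium – MOPS pH 6.5, MgCl2, DTT, Tween20, BSA · Signal – Cy5 beacon fluorescence read at start and 1 h · Also added – annealed dual-labelled DNA beacon duplex, ATP-started · Schedule – 1 h at 25 °C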
UBC9 SUMO inh – SUMOylation inhibition | P63279 | HTRF SUMOylation assay, SAE1/SAE2 + UBC9, in vitro | inhibition, % at 35 µM | 290,000 compounds, 0.36% hits; in the data active = inhibition above about 50%, passing the limit was not always enough; also: strong numbers were not always called active
Numbers without * were called inactive; · = not tested or not shown. These rows are one share of the data, so the mix of outcomes need not match the whole.

Compound,CRFBP-R2 agonist,MEKK2mut PB1 HTS,MEKK3 PB1 HTS,UBC9 SUMO inh,GalR3 antag,CRFBP-R2 block,NS3 helicase inh,MEKK2wt PB1 HTS,FID counter
COc1ccc(-c2cc(C(F)(F)F)n3nc(C(=O)Nc4cc(C)on4)cc3n2)cc1OC,5.4,·,·,-1,0,6,3,·,2
CCOC(=O)C1CCCCN1C(=O)c1ccc2nc(Cc3ccc(OC)cc3)oc2c1 (stereo unspecified),-0.1,3,101,-1,-8,0,-9,101,-63
Cc1ccc(C(=O)NCc2ccccc2)cc1Br,-0.1,-2,91,-2,2,-2,1,96,-4
C/C(=C/C(=O)NCc1ccccc1)C(=O)O,1.1,-6,101,52*,-5,6,5,99,2
CCOC(=O)N1CCN(C(=O)CCCn2c(=S)[nH]c3ccc(Br)cc3c2=O)CC1,-0.3,-1,106,27,-5,12,2,103,-9
O=C(NC1CCN(C(=O)Nc2cccc(F)c2)CC1)c1ccco1,-1.3,2,102,-12,-1,0,3,104,-2
COc1ccc(-c2nnc(SC(C)C#N)o2)cc1 (stereo unspecified),0.1,1,103,11,-2,13,14,101,-4
O=C(C1CCN(S(=O)(=O)c2ccc(F)cc2)CC1)N1CCOCC1,4.8,3,101,-4,-3,1,2,103,-4
COc1ccc(/C=C(\NC(=O)c2cccs2)C(=O)Nc2cccc3ccccc23)cc1OC,-0.6,0,102,1,1,18,22,97,-13
Cc1ccc(-c2nc3ccccn3c2NCc2ccc3c(c2)OCO3)cc1,1.6,-6,87,17,-1,-34,-12,93,1
CCC(C(=O)Nc1cccc(C(F)(F)F)c1)c1ccccc1 (stereo unspecified),1.2,5,104,10,-1,7,-10,108,4
O=C(N/C(=C/C=C\c1ccccc1)C(=O)N1CCOCC1)c1ccc(Br)cc1,1.9,1,108,-18,2,-34,-11,101,-35

Printed as active in UBC9 SUMO inh, of those listed so far:
Molecule,CRFBP-R2 agonist,MEKK2mut PB1 HTS,MEKK3 PB1 HTS,UBC9 SUMO inh,GalR3 antag,CRFBP-R2 block,NS3 helicase inh,MEKK2wt PB1 HTS
C/C(=C/C(=O)NCc1ccccc1)C(=O)O,1.1,-6,101,52*,-5,6,5,99

Further entries
Compound,CRFBP-R2 agonist,MEKK2mut PB1 HTS,MEKK3 PB1 HTS,UBC9 SUMO inh,GalR3 antag,CRFBP-R2 block,NS3 helicase inh,MEKK2wt PB1 HTS,FID counter
O=C(c1ccc([N+](=O)[O-])cc1)n1nc(-c2ccccc2)nc1NCc1ccccc1,-0.2,·,·,16,-1,20,3,·,1
COc1cccc(CNc2ccc(S(N)(=O)=O)cc2)c1OCc1ccccc1F,-1.1,-3,98,-10,-4,-3,-3,93,-20
CC1(C)C2CCC1(C(=O)O)c1nc3ccccc3nc12 (stereo unspecified),-2.2,-10,97,1,-3,20,-1,93,4
COCCNC(=S)NCc1ccc2[nH]c3c(c2c1)CCCC3,0.7,-2,113,-7,0,5,-5,102,-6
CCN1CCN(C(=O)c2ccc3c(c2)c(C)c(C)n3Cc2ccccc2)CC1,0.8,-8,100,2,-3,-6,-22,107,6
O=C(Nc1ccc(-c2nc3ccccc3o2)cc1)C1CCCO1 (stereo unspecified),0.3,-1,90,1,-2,-25,3,97,-14
CC(C)c1onc(C(=O)Nc2cccc(Cl)c2)c1[N+](=O)[O-],-0.4,3,103,12,1,16,0,110,6
CCC/C(O)=C1\C(=O)CC(C)(C)CC1=Nc1ccc(OC)cc1,-0.3,3,108,5,-10,2,2,110,-33
O=C(NCCN1CCOCC1)NC1(C(F)(F)F)Oc2ccc(Cl)cc2O1 (stereo unspecified),-1.2,-1,100,5,-6,-14,8,104,-2
CCOC(=O)C1C(=O)C=C(c2cccs2)CC1c1ccccc1C (stereo unspecified),-0.2,5,105,16,-4,-6,-12,104,-2
CNc1ccccc1C(=O)OCC(C)=O,-2.7,5,109,14,·,4,7,98,-1
O=S(=O)(NCC(c1cccnc1)N1CCN(Cc2ccccc2)CC1)c1ccc(Cl)cc1 (stereo unspecified),-1.0,19,107,20,3,11,-53,131,5
Cc1sc2ncnc(OCC(=O)NC(C)C(C)C)c2c1C (stereo unspecified),-0.7,7,102,12,-3,-2,-6,104,-3
O=C1CCC(=O)N1CN(Cc1ccco1)CN1C(=O)CCC1=O,12,2,101,23,6,-24,0,106,-1
CCc1cccc(C)c1NC(=S)NCCc1c(C)[nH]c2ccc(C)cc12,-2.4,3,108,-11,2,-1,-8,100,-21
CC1(C)CC(=O)C2=C(C1)N(c1ccc(Cl)cc1)C(=O)C2(O)C(F)(F)F (stereo unspecified),-0.3,-2,103,-5,-4,10,0,102,-17
CCOc1cc(C)c(S(=O)(=O)N2CCCCC2)cc1C,-2.9,-6,94,12,2,2,-11,97,-20
CC(=O)c1ccc(-c2ccc(Cn3c(C)nc4cc(N)c(C)nc43)cc2)cc1,-0.4,0,108,15,-2,11,-11,105,-27
Cc1ccc(Nc2ccc(C(F)(F)F)cc2[N+](=O)[O-])cc1,-0.6,-1,96,3,-2,-4,12,98,-4
O=S(=O)(c1ccc2nc(COc3ccccc3)[nH]c2c1)N1CCOCC1,-0.3,1,105,4,-12,11,-4,107,-1
COc1ccc(N2CCN(C(=O)CCc3ccccc3)CC2)cc1,0.6,4,102,4,-13,13,-1,102,-24
O=C(Cc1ccccc1)Nc1ccc(NC(=O)C2CCCCC2)nc1,-1.2,2,100,18,-1,18,8,98,-11
C#CCOCCOCCOCCNc1nc(N2CCN(C(=O)[C@H]([C@@H](C)CC)n3cc([C@@H](N)CO)nn3)CC2)nc(N2CCN(C(=O)[C@H](Cc3ccc(O)cc3)n3cc([C@@H](N)C(C)CC)nn3)CC2)n1 (stereo partly specified),-0.1,11,106,14,·,-2,-62,111,34
O=C1NC2c3ccccc3C(=O)N2c2c1cnn2-c1ccccc1 (stereo unspecified),1.5,-5,91,-1,11,6,-4,88,-7

Three compounds already listed, ordered by the number in CRFBP-R2 block, smallest number first.
compound	CRFBP-R2 block
O=C1NC2c3ccccc3C(=O)N2c2c1cnn2-c1ccccc1 (stereo unspecified)	6
O=S(=O)(c1ccc2nc(COc3ccccc3)[nH]c2c1)N1CCOCC1	11
COc1ccc(N2CCN(C(=O)CCc3ccccc3)CC2)cc1	13

Back to the main list, repeating the four entries before the break.
Compound,CRFBP-R2 agonist,MEKK2mut PB1 HTS,MEKK3 PB1 HTS,UBC9 SUMO inh,GalR3 antag,CRFBP-R2 block,NS3 helicase inh,MEKK2wt PB1 HTS,FID counter
COc1ccc(N2CCN(C(=O)CCc3ccccc3)CC2)cc1,0.6,4,102,4,-13,13,-1,102,-24
O=C(Cc1ccccc1)Nc1ccc(NC(=O)C2CCCCC2)nc1,-1.2,2,100,18,-1,18,8,98,-11
C#CCOCCOCCOCCNc1nc(N2CCN(C(=O)[C@H]([C@@H](C)CC)n3cc([C@@H](N)CO)nn3)CC2)nc(N2CCN(C(=O)[C@H](Cc3ccc(O)cc3)n3cc([C@@H](N)C(C)CC)nn3)CC2)n1 (stereo partly specified),-0.1,11,106,14,·,-2,-62,111,34
O=C1NC2c3ccccc3C(=O)N2c2c1cnn2-c1ccccc1 (stereo unspecified),1.5,-5,91,-1,11,6,-4,88,-7
Cc1ccc(Cc2nc(-c3cccnc3)no2)cc1,-1.0,2,101,-7,-4,-8,-11,105,-10
O=C(CNC(=S)N(Cc1ccccc1F)C1CCCCC1)NCC1CCCO1 (stereo unspecified),-1.8,0,101,11,-1,-11,-8,95,-25
COc1ccc(OCC(O)Cn2c(N3CCCCC3)nc3c2c(=O)n(C)c(=O)n3C)cc1 (stereo unspecified),-0.9,-13,95,-15,-8,6,11,94,-44
O=C(CNC(=O)c1ccccc1)NCC(=O)OCC(=O)c1ccccc1,-1.2,3,108,3,-6,-2,2,106,-4
O=c1c2cnn(-c3ccc(F)cc3)c2ncn1Cc1cccnc1,-1.1,-2,99,15,-6,11,-2,97,-2
Cc1ccccc1NC(=S)NCc1cccs1,-2.0,1,106,5,-4,1,-3,106,-1
Cc1ccc2c(cnn2C(=O)CCCC(=O)NCc2ccc(F)cc2)c1,-6.4,4,104,0,·,7,-9,100,-35
COc1ccc(C(=O)CCS(=O)(=O)c2ccc(C)cc2)cc1OC,-0.3,9,100,8,1,2,-9,107,-23
CCN(CC)S(=O)(=O)c1cccc(C(=O)Nc2cc(C)on2)c1,-1.0,1,99,4,-11,-5,2,102,-7
CCCCOc1ccc(-c2c(C#N)c(N)[nH]c(=S)c2C#N)cc1,-2.7,0,97,11,1,5,4,100,-4
O=C(CSc1ncnc2sc(-c3ccccc3)cc12)NC1CCS(=O)(=O)C1 (stereo unspecified),-1.1,-8,91,15,-6,2,-2,91,2
Cc1ccc(CNC(=O)C2CCCN(C(=O)Nc3ccc(F)cc3)C2)cc1 (stereo unspecified),-1.1,-3,101,-6,-2,3,-8,101,-25
COc1ccc(N(CC(=O)Nc2cc(C(=O)O)ccc2C)S(=O)(=O)c2c(C)noc2C)cc1,-1.2,-6,92,6,-4,-4,2,92,-37
Cc1onc(C(=O)N2CCN(C(c3ccccc3)c3ccccc3)CC2)c1[N+](=O)[O-],-0.9,-2,112,4,-1,4,-4,102,-14
Cc1ccc(CNC(=O)CCn2ccc3cc(S(=O)(=O)N4CCCC4)ccc32)cc1,-0.6,1,100,-5,-6,3,-21,102,-40
COc1ccccc1N1CCN(C(=O)c2cc(N3C(=O)C4C5CCC(C5)C4C3=O)ccc2Cl)CC1 (stereo unspecified),0.2,-1,101,24,1,-21,-6,98,-43
Cc1cc(C=O)c(C)n1-c1cccc(C(=O)O)c1,-1.8,0,102,10,4,4,-4,101,-2
CCn1cc(C(=O)NCCCN2CCCC2)c(=O)c2cc(S(=O)(=O)N3CCc4ccccc4C3)ccc21,0.9,0,119,21,8,1,-30,114,14
O=C(CN1CCS(=O)(=O)CC1)N/N=C/c1cccc(C(F)(F)F)c1,0.8,6,102,18,-5,-9,-1,111,2
COc1ccc(/C=C2\SC(=O)N(CC(=O)Nc3ccc(O)cc3)C2=O)cc1OC,0.1,-3,102,10,-14,16,-8,102,-2
CCC(C)N1CNc2c(c(=O)[nH]c(=S)n2-c2cccc(C)c2)C1 (stereo unspecified),4.6,-2,99,-3,10,-11,3,99,-4
COC(=O)Cc1c(C)nc2nc(-c3ccc(Cl)cc3)[nH]n2c1=O,1.2,5,102,-16,4,-21,-7,107,-1
